# Screens (PubChem)
# SIRT5 inh: blocks human SIRT5 desuccinylation of peptide. Q9NXA8. hit rate 1.1% among 330,000. Purified SirT5, succinyl-peptide AMC, trypsin-coupled fluorescence. inhibition, % at 15 µM; in the data active means inhibition above about 15%
# Target sequence (Q9NXA8 whole entry, looked up): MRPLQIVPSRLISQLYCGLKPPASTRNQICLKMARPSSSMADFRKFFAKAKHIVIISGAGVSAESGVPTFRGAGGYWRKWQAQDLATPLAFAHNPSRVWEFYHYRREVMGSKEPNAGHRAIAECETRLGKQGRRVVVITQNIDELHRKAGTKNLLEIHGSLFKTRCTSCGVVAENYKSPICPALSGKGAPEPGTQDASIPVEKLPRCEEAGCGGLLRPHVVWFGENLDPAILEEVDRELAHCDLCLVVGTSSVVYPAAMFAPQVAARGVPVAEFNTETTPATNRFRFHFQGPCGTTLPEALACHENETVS
# miR122 inh: blocks miR-122 activity in Huh7 sensor cells; Huh7 miR-122 Renilla luciferase sensor, 48 h; neutral wells = 0, positive control = 100; activation (reporter increase), % at 12.5 µM; hit rate 0.3% among 340,000;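 active means mean replicate activation score at least 90 and every replicate individually at or above 90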;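 further: higher luciferase means less miR-122 activity so hits act as miR-122 inhibitors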
# Cneo AK release: causes C. neoformans cell lysis | adenylate kinase release luminescence, 4 h; normalised: neutral wells 0, clomiphene wells 100 | hit rate 0.2% among 360,000 | lysis activity, % at 15 µM;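 active means mean lysis activity across replicates of at least 80%, whatever share of replicates individually reach that level; inactive means mean lysis activity below 80%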
#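 Material – log-phase Cryptococcus neoformans yeast cells · Input – 5 × 10^6 yeast cells/mL · Medium – fresh YPD growth medium · Doses – single compound concentration per well · Timing – static 4 h at 37 °C with compound, 1 h detection · Detection – adenylate kinase release luminescence · Read-out – signal increase indicating cell lysis · Control set – Clomiphene as positive lysis control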
# C2C12 statin: suppression of simvastatin myotoxicity | C2C12 myotubes + simvastatin, ATP luminescence, 48 h; scaled: DMSO 0, geranylgeraniol control 100 | rescue of ATP level, % at 7.49 µM | hit rate 0.78% among 330,000;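 active means mean ATP rescue above about 67%, or every replicate alone reaching that limit, limit read from the data, passing the limit was not always enough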;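 further: myotubes were challenged with 10 µM simvastatin during compound exposure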
# ARNT-TACC3 inh: disrupts binding between human ARNT and TACC3 | hit rate 0.66% among 390,000 | AlphaScreen His-ARNT PAS-B/GST-TACC3 binding, luminescence; TACC3 fragment carries E629A point mutation | Q9Y6A5 | AID 623870 | inhibition, % at 9.99 µM;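 active means mean inhibition of replicates at least 50% and at least half of replicates each reaching 50%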;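 further: 0% = complete ARNT plus TACC3 wells and 100% = ARNT alone without TACC3; many hits fall short of the cut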
# ERp5 inh: blocks human ERp5 reductase activity on insulin. Q15084. ERp5 insulin aggregation, absorbance 650 nm, 90 min. inhibition, % at 9.99 µM. hit rate 0.05% among 350,000;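 active means mean replicate inhibition above about 25%, with every replicate also reaching it, limit read from the data, passing the limit was not always enough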
# Target sequence (Q15084 whole entry, looked up): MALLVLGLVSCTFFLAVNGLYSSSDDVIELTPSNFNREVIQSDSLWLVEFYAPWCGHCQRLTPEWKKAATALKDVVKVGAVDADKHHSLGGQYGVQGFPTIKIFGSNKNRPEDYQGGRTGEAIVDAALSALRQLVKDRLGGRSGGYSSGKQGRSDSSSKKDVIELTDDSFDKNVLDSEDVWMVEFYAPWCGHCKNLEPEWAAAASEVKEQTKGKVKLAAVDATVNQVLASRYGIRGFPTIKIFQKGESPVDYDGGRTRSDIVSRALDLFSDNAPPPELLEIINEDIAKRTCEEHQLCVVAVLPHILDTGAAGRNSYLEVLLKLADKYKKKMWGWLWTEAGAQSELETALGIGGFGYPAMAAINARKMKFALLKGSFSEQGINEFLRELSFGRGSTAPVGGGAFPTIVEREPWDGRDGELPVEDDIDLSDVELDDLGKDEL
# esBAF inh: inhibitors of esBAF chromatin remodeling in mouse ES cells | Bmi1-luciferase knock-in reporter, 24 h; 100% = twice the neutral-well signal | reporter increase, % at 12.5 µM | hit rate 2% among 350,000 | AID 602393; in the data active means activation above about 40%;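 further: 0% = median of the plate's neutral control wells and 100% = double that signal; a rise in the Bmi1 reporter signal indicates esBAF inhibition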
# Numbers without * were called inactive; x = no result given; & = joins results of further samples; [ ] = another dose, or the depositor's remark.
1. O=C(C[C@@H]1C=C[C@@H](NC(=O)Nc2cc(F)ccc2F)[C@@H](CO)O1)NCCCN1CCOCC1
2. CCC(C)c1ccccc1NC(=O)C(C)OC(=O)c1ccco1 (configuration not stated)
3. c1ccc(-c2nc[nH]c2-c2ccccc2)cc1
4. Cc1cccc(OCCNC(=O)c2ncn[nH]2)c1
5. CCCNC(=O)[C@H]1[C@H](CO)[C@H]2Cn3c(ccc(-c4cccc(F)c4)c3=O)[C@@H]1N2C(=O)c1ccccn1
6. C/C(=N\NC(=O)Cc1ccc([N+](=O)[O-])cc1)c1cccnc1
7. CCC(C)[C@H](NC(=O)[C@@H]1Cc2c([nH]c3ccccc23)C2c3ccccc3C(=O)N21)C(=O)N1CCC[C@@H]1C(=O)O (some centres not stated)
8. COc1ccc(C(=O)Nc2cc(C)nn2-c2ccc(F)cc2)cc1

screen / no. | 1 | 2 | 3 | 4 | 5 | 6 | 7 | 8
SIRT5 inh | 0 | -2 | x | 1 | -4 | 0 | x | x
miR122 inh | -5[16.7 µM] | x | 1 | 2 | -1[16.7 µM] | -4 | 0 | 8
Cneo AK release | 27 | -3 | 0 | 3 | 0 | 5 | -1 | 0
C2C12 statin | -3 | x | -21 | 16 | 9 | 6 | -12 | 16
ARNT-TACC3 inh | 8 | -2 | -31 | 7 | -6 | -3 | 14 | -7
ERp5 inh | 6 | -2 | x | 1 | -3 | -5 | -2 | 2
esBAF inh | 0 | x | -1 | -7 | 7 | 3 | 8 | -6

9. O=C(CCc1nnc2ccc(NCc3ccc(Cl)cc3)nn12)NC1CCCCC1
10. COc1ccc2c(C)c(C)c(=O)oc2c1OC
11. O=C(CCNC(=O)c1ccccc1Cl)Nc1cc(C(F)(F)F)ccc1N1CCCC1
12. Cc1cc(NCCCn2ccnc2)n2nc(C)c(-c3ccc(Cl)cc3)c2n1
13. CCC(=O)N(C)C[C@@H]1Oc2cc(-c3cccc(C#N)c3)ccc2S(=O)(=O)N([C@H](C)CO)C[C@@H]1C
14. CSc1ncccc1C(=O)NC1CCCc2c1cnn2-c1ccc(C)c(C)c1 (configuration not stated)
15. CCOc1ccccc1NC(=O)CSc1n[nH]c(=O)n1-c1ccccc1
16. Cc1cc(/C=C2\SC(=O)NC2=O)c(C)n1-c1ccc(N2CCOCC2)cc1

screen / no. | 9 | 10 | 11 | 12 | 13 | 14 | 15 | 16
SIRT5 inh | 6 | 3 | -1 | x | -3 | 1 | -5 | -2
miR122 inh | 1 | x | x | 2 | -2[16.7 µM] | -7 | -6 | 8
Cneo AK release | 0 | x | 4 | -1 | 1 | 2 | 2 | -3
C2C12 statin | -1 | x | -2 | -93 | x | 10 | 12 | x
ARNT-TACC3 inh | 3 | -2 | -2 | -4 | -3 | 2 | -4 | 19
ERp5 inh | -9 | 1 | 1 | x | 7 | -1 | -4 | 2
esBAF inh | -8 | x | -5 | 0 | 1 | 12 | 8 | x

17. CCCCCN(C(=O)CCC(=O)OCC(=O)N1CCCCC1CC)c1c(N)n(CCCC)c(=O)[nH]c1=O (configuration not stated)
18. O=[N+]([O-])c1ccc(/C=C/c2ccc3cccc(O)c3n2)cc1
19. COc1cc(C(=O)OCC(=O)Nc2ccccc2C(=O)NC2CC2)c([N+](=O)[O-])cc1OC
20. Cc1noc(/C=C/c2ccco2)c1S(=O)(=O)N1CCC(C(=O)N(C)Cc2ccccc2)CC1
21. COc1ccc(CCNC(=O)C(=O)NCC2CCCN2S(=O)(=O)c2cccs2)cc1OC (configuration not stated)
22. Clc1ccccc1N1CCN(Cc2c[nH]c3ccccc23)CC1
23. CC1(C)N=C(c2cccc(F)c2)C(=O)N1
24. CCN1CCc2c(sc(NC(=O)c3ccc(C(=O)c4ccccc4)cc3)c2C(N)=O)C1

screen / no. | 17 | 18 | 19 | 20 | 21 | 22 | 23 | 24
SIRT5 inh | -2 | -2 | -3 | -3 | -1 | 3 | -2 | 0
miR122 inh | x | -3 | -8 | -8 | -8 | 4 | -1 | -5
Cneo AK release | 0 | -8 | 3 | x | 2 | 1 | 0 | 16
C2C12 statin | -1 | 16 | 3 | 16 | -17 | x | 26 | -2
ARNT-TACC3 inh | x | -7 | 1 | 2 | -2 | 7 | 23 | 4
ERp5 inh | -11 | 2 | 0 | 9 | -2 | x | 6 | 5
esBAF inh | -7 | 28 | -3 | -1 | 7 | x | 14 | -2

25. CO[C@@H]1CN(C)C(=O)c2ccc(NS(=O)(=O)c3ccc(C)cc3)cc2OC[C@@H](C)NC[C@@H]1C
26. CCO[C@H]1OC(C(=O)N2CCN(Cc3ccc4c(c3)OCO4)CC2)=C[C@@H](C)[C@@H]1CCCO
27. O=C(Cc1ccncc1)NCC[C@@H]1CC[C@@H](NC(=O)Nc2ccc(F)cc2)[C@H](CO)O1
28. CCOC(=O)C1(C)CCCN(C(=O)c2ccccc2OC(F)(F)F)C1 (configuration not stated)
29. Cc1ccc(NC(=O)COC(=O)c2c(-c3ccccc3)noc2C)cc1
30. COc1ccc(CC(=O)N/N=C/C=C/c2ccc3c(c2)OCO3)cc1OC
31. C[C@@H]1CN([C@H](C)CO)S(=O)(=O)c2ccc(Br)cc2O[C@H]1CN(C)C(=O)Nc1ccc(F)cc1
32. O=C(NCC(c1ccco1)N1CCc2ccccc21)C(=O)Nc1ccc(F)cc1F (configuration not stated)

screen / no. | 25 | 26 | 27 | 28 | 29 | 30 | 31 | 32
SIRT5 inh | -2 | -16 | 0 | 1 | 12 | -4 | 4&3 | -3
miR122 inh | -1[16.7 µM] | -6 | x | -1 | 14 | -8 | 1 | x
Cneo AK release | 0 | 1 | -1 | 2 | 4 | 0 | 3&6 | 2
C2C12 statin | -2 | 0 | -2 | 3 | 1 | x | -11&-3 | -7
ARNT-TACC3 inh | -1 | 3 | x | x | -15 | x | -3 | -12
ERp5 inh | -1 | 3 | -6 | 4 | -2 | 0 | 2&-8 | 2
esBAF inh | -1 | -4 | 3 | 1 | 2 | x | 9&16 | -19

33. N#C[C@H]1[C@@H](c2ccc(C#CC3CCCCC3)cc2)[C@H](CO)N1C(=O)c1cccc(F)c1
34. CN(C)CCN(C(=O)C1=COCCO1)c1nc2ccc(Cl)cc2s1
35. CCCCCNC(=O)CC1Nc2c3ccccc3nc(=S)n2C1=O (configuration not stated)
36. C[C@@H]1CN([C@@H](C)CO)C(=O)c2cc(-c3ccc(F)cc3)cnc2O[C@@H]1CN(C)C(=O)c1ccccc1F
37. O=C(C[C@H]1C=C[C@H](NC(=O)Nc2ccccc2)[C@H](CO)O1)NCc1ccccn1
38. COCC#Cc1ccc2c(c1)O[C@H](CN(C)C(=O)NC(C)C)[C@@H](C)CN([C@H](C)CO)S2(=O)=O
39. CCc1ccc(NC(=O)CCn2ccnc2C)cc1
40. CN1CCN(c2cc(C(F)(F)F)nc(-c3ccccn3)n2)CC1

screen / no. | 33 | 34 | 35 | 36 | 37 | 38 | 39 | 40
SIRT5 inh | 0 | -1 | x | -1 | 3 | -1 | x | -4
miR122 inh | x | -7 | -11 | -2[16.7 µM] | -4[16.7 µM] | 13[16.7 µM] | 0 | -5
Cneo AK release | 1 | 0 | 7 | 8 | -4 | 9 | x | -7
C2C12 statin | -24 | 4 | 4 | -31 | -8 | -13 | x | -5
ARNT-TACC3 inh | x | 13 | -7 | 4 | 3 | 1 | -5 | -2
ERp5 inh | 0 | 1 | x | -4 | 9 | -6 | x | 0
esBAF inh | 3 | 6 | -5 | -4 | -1 | 0 | -2 | 2

41. CN(C)CC(CCCCC(CN(C)C)C(=O)c1ccccc1)C(=O)c1ccccc1 (configuration not stated)
42. C[C@H]1CN([C@@H](C)CO)C(=O)c2cccc(NC(=O)C3CC3)c2O[C@H]1CN(C)S(=O)(=O)c1cn(C)cn1
43. COc1cc(C(=O)NC2CC(C)(C)NC(C)(C)C2)cc(OC)c1OC
44. CCOc1cccc(C(=O)N2CCCCC2c2cccnc2)c1 (configuration not stated)
45. COc1cccc(-n2nc(-c3ccnn3-c3cccc(Cl)c3)c(=O)n(C)c2=O)c1
46. Cc1cc(/C=C(\C#N)C(=O)O)c(C)n1C1CC1
47. COc1ccc(OC)c2c1sc(=NC(=O)C(C)C)n2C
48. CCOC(=O)Nc1c(Cl)n(C)c(=O)n(C)c1=O

screen / no. | 41 | 42 | 43 | 44 | 45 | 46 | 47 | 48
SIRT5 inh | 11 | 0 | -1 | x | -4 | x | 1 | 1
miR122 inh | x | 3[16.7 µM] | x | 4 | 1 | 2 | -1 | x
Cneo AK release | x | 1 | x | -2 | 4 | x | 0 | x
C2C12 statin | x | 14 | x | 1 | 0 | -4 | 28 | x
ARNT-TACC3 inh | 32 | -3 | -7 | -8 | 1 | -4 | 2 | -1
ERp5 inh | 2 | 1 | 2 | x | 4 | x | -4 | 0
esBAF inh | x | -1 | x | -1 | -8 | -13 | 2 | x

49. CC(=O)Cc1nsc(NC(=O)c2ccc(-c3cccc(C(F)(F)F)c3)o2)n1
50. COc1ccc(CN(C)C[C@@H]2OCCCC[C@H](C)Oc3ccc(NC(=O)Nc4ccc5c(c4)OCO5)cc3C(=O)N([C@H](C)CO)C[C@H]2C)cc1
51. CO[C@@H](CN(C)Cc1nccs1)[C@@H](C)CN([C@H](C)CO)S(=O)(=O)c1ccc(F)cc1
52. COc1ccc(NC(=O)c2cc3nc(-c4ccccc4)cc(-c4ccccc4)n3n2)c(OC)c1
53. CSc1ccc(/C=N/n2c(C)nnc2C)cc1
54. C[C@@H]1CN([C@H](C)CO)C(=O)Cc2cc(NC(=O)Cn3cnnn3)ccc2O[C@@H]1CN(C)Cc1ccc(Oc2ccccc2)cc1
55. CC(=O)N1CCCc2cc(S(=O)(=O)Nc3ccc4c(c3)OCO4)ccc21
56. CCOC(=O)C1(CC2CCCCO2)CCN(C(=O)Nc2ccccc2)CC1 (configuration not stated)

screen / no. | 49 | 50 | 51 | 52 | 53 | 54 | 55 | 56
SIRT5 inh | x | -1 | -2 | x | 5 | 3 | x | -4
miR122 inh | 5 | 2[16.7 µM] | x | -4 | -4 | -9[16.7 µM] | 268* | -6
Cneo AK release | -1 | 3 | 64 | 1 | -1 | 4 | -4 | 0
C2C12 statin | x | x | -2 | -8 | 8 | 64 | 16 | -3
ARNT-TACC3 inh | -3 | 15 | -1 | -2 | -1 | -1 | -10 | -4
ERp5 inh | x | -2 | -4 | x | -2 | -1 | x | 3
esBAF inh | x | -1 | -3 | -10 | -3 | 2 | -5 | 18

57. CN(C)S(=O)(=O)c1cccc(NC(=S)Nc2cc(Cl)cc(Cl)c2)c1
58. O=C(O/N=C1\CCCc2ccccc21)c1ccc(F)cc1
59. COc1ccccc1C(C#N)N1N=C(C)CC1(C)C (configuration not stated)
60. CC(=O)N1CCN(c2ccccc2NC(=O)COc2ccc(Cl)cc2Cl)CC1
61. O=C(COC(=O)Cc1ccc(S(=O)(=O)N2CCOCC2)s1)Nc1ccc([N+](=O)[O-])cc1
62. CCC(=O)N(C)C[C@H]1Oc2cc(C#CC3CCCC3)ccc2S(=O)(=O)N([C@@H](C)CO)C[C@H]1C
63. C[C@@H]1CN([C@H](C)CO)C(=O)Cc2cc(NC(=O)Nc3cccc4ccccc34)ccc2O[C@@H]1CN(C)C(=O)Nc1ccc(F)cc1

screen / no. | 57 | 58 | 59 | 60 | 61 | 62 | 63
SIRT5 inh | x | -3 | 0 | x | -4 | 3 | 4
miR122 inh | -13 | -15 | x | -7 | -8 | -22[16.7 µM] | 8[16.7 µM]
Cneo AK release | -2 | x | x | 2 | -2 | -6 | 4
C2C12 statin | 6 | 6 | x | -4 | -12 | -10 | -19
ARNT-TACC3 inh | -2 | -1 | -5 | -1 | 0 | -2 | 7
ERp5 inh | x | 4 | -6 | x | 1 | 10 | 11
esBAF inh | -8 | -1 | x | 0 | -2 | 0 | -3
